OX1R antag-1: OX1R (HCRTR1) antagonists, primary screen, fluorescence, CHO/OX1R cells, Fluo-8 calcium, orexin A | Orexin/Hypocretin receptor type 1 (Homo sapiens), O43613 | hit rate 0.43% among 330,000 | inhibition, % at 5 µM | AID 434989, 2010 | Fluo-8 calcium fluorescence;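 active = inhibition above its plate's threshold, mean inhibition of all tested compounds on the plate plus 3 SD, cut at about 37% in these data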;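 also: 0% = orexin A challenge wells and 100% = SB-334867-A antagonist wells; not every result past the cut was called active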
Target sequence (O43613 whole entry, looked up): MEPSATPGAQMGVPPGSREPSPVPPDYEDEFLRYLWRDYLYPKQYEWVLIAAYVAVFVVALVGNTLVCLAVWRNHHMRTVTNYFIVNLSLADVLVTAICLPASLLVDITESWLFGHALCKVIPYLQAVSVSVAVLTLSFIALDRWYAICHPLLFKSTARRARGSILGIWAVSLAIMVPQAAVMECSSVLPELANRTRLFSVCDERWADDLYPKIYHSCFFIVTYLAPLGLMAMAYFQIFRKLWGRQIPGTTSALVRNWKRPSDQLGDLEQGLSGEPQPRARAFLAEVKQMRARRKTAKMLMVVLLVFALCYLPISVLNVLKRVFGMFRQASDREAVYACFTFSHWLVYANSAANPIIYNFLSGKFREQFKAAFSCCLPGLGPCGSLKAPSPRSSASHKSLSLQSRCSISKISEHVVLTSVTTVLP
OX1R antag-2: antagonists of human orexin 1 receptor (OX1R); Orexin/Hypocretin receptor type 1 (Homo sapiens), O43613; OX1R-expressing cells, FRET antagonist read-out; inhibition, % at 6.6 µM; hit rate 1.8% among 330,000; AID 485270, 2010; in the data active = inhibition mostly above about 38%, no sharp cut-off; inactive = mostly below about 40%;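 also: 0% = agonist challenge alone and 100% = reference antagonist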
* hit, by the source's call; & = joins results of further samples.

OX1R antag-2	OX1R antag-1	canonical_smiles
43*	20	COc1ccccc1NC(=O)COC(=O)c1cc(C)nc2ccccc12
18	-32	COc1ccc(C(NC(=O)C(C)C)c2ccc3cccnc3c2O)cc1 (stereo unspecified)
2	17	Cn1c(SCC(=O)Nc2ccc(N3CCOCC3)cc2)nnc1C1CC1
8	4	NS(=O)(=O)c1ccc(CNC(=O)C2(c3ccc(Cl)cc3)CC2)cc1
1	-16	COc1cccc(CNC(=O)COC(=O)c2cccc(S(=O)(=O)N3CCN(C(C)=O)CC3)c2)c1
3	-21	COCCNc1nnc(SCC(=O)NC2CCCCC2)s1
10	-10	O=C(NNC(=O)C1C2C=CC(C2)C1C(=O)O)c1ccccc1 (stereo unspecified)
4	-19	COc1ccc(N2C(=O)C3C4C=CC(CC4)C3C2=O)c([N+](=O)[O-])c1 (stereo unspecified)
11	2	NC(=O)c1ccsc1NC(=O)COC(=O)C1CCCN1C(=O)c1cccs1 (stereo unspecified)
13	-19	CS(=O)(=O)N(CC(=O)N1CCN(c2ccccc2F)CC1)c1cccc(C(F)(F)F)c1
13	-3	O=C(COc1ccccc1F)c1ccc(O)cc1O
15&12	-21&-12	CN1C[C@H](C(=O)N[C@]2(C)O[C@@]3(O)[C@@H]4CCCN4C(=O)[C@H](Cc4ccccc4)N3C2=O)CC2c3cccc4[nH]cc(c34)C[C@H]21 (stereo partly specified)
17	-11	CCCCc1ccc(-c2ccc(Br)cc2O)nc1
4	-13	CCC(c1ccccc1)c1nnc(NC(=O)c2ccco2)s1 (stereo unspecified)
15	-40	Cc1ccccc1C(=O)c1c[nH]c(C(=O)N2CCN(c3ccccc3F)CC2)c1
15	5	O=C(N/N=C/c1ccc(OC(=O)c2ccccc2)cc1)c1ccc(CN2CCOCC2)cc1
21	-19	Fc1ccccc1-c1nc(NC2CCCC2)c2ccccc2n1
4	-23	CC(C(=O)NCCc1ccc(S(N)(=O)=O)cc1)N1C(=O)CC(C)(C)Sc2ccccc21 (stereo unspecified)
28	-14	O=S(=O)(N/N=C/c1c(F)cccc1Cl)c1ccccc1
5	-5	CN(C)c1ccc(N2C(=O)CC(Sc3ccccc3C(=O)O)C2=O)cc1 (stereo unspecified)

OX1R antag-2	OX1R antag-1	canonical_smiles
31	-15	COc1ccc(CCNC(=O)C(C(=O)c2ccccc2)n2ccccc2=O)cc1OC (stereo unspecified)
7	-2	CCc1ccccc1NC(=S)N(CCN(C)C)C(C)c1ccco1 (stereo unspecified)
37	-32	COc1cccc(CNC(=O)c2ccccc2NC(=O)C2=C(C)OCCS2)c1
6	-7	COc1cc(C(=S)N2CCC(C)CC2)ccc1O
8	-3	CC1CC(CC(C)C(=O)NC(=S)Nc2ccc(S(N)(=O)=O)cc2)C(=O)O1 (stereo unspecified)
12	-8	O=C(CC(=O)NCc1ccc(Cl)cc1)NCc1ccc(Cl)cc1
5	-18	CCCn1c(SCC(=O)Nc2nnc(C(C)C)s2)nc2c1c(=O)n(C)c(=O)n2C
31	-19	CCc1cccc(NC(=O)COC(=O)c2cc([N+](=O)[O-])ccc2N2CCOCC2)c1
0	-6	Cc1noc(/C=C/N(C)C)c1S(=O)(=O)N1CCCC(C(=O)NCc2ccc(F)cc2)C1 (stereo unspecified)
18	-27	CCOc1ccc(OCC)c(NC(=O)C2CCN(S(=O)(=O)c3c(C)noc3C)CC2)c1
51*	-5	Cc1cc(C)cc(-n2cccc2/C=C2/C(=N)N3C(=NC2=O)SN=C3S(C)(=O)=O)c1
9	-20	N/C(=N\OC(=O)CCCc1ccccc1)c1cccc([N+](=O)[O-])c1
32	-12	Cc1ccc(C)c(NS(=O)(=O)c2ccc(-c3cnc(C4CC4)o3)cc2)c1
10	-26	Cn1nnnc1SCC(=O)NCc1ccccc1
0	-8	CCN1CCN(C(=S)NC(C)c2ccccc2)CC1 (stereo unspecified)
2	-11	CC(=O)N1CCc2cc(S(=O)(=O)NCCC(=O)N3CCN(c4ccccn4)CC3)ccc21
2	-17	COc1ccc(-c2cc(C3CCN(Cc4ccc([N+](=O)[O-])cc4)CC3)[nH]n2)cc1
9	-13	COC(=O)C(=Cc1ccccc1[N+](=O)[O-])C(=O)OC
11	-28	CCOc1ccc(Cn2c3ccc(OC)cc3c3nc4ccccc4nc32)cc1OC
8	-18	CC(=O)N1CCN(CCS(=O)(=O)c2cc(Cl)ccc2Cl)CC1

The final 6 records of the part above are carried over, then new ones follow.
OX1R antag-2	OX1R antag-1	canonical_smiles
0	-8	CCN1CCN(C(=S)NC(C)c2ccccc2)CC1 (stereo unspecified)
2	-11	CC(=O)N1CCc2cc(S(=O)(=O)NCCC(=O)N3CCN(c4ccccn4)CC3)ccc21
2	-17	COc1ccc(-c2cc(C3CCN(Cc4ccc([N+](=O)[O-])cc4)CC3)[nH]n2)cc1
9	-13	COC(=O)C(=Cc1ccccc1[N+](=O)[O-])C(=O)OC
11	-28	CCOc1ccc(Cn2c3ccc(OC)cc3c3nc4ccccc4nc32)cc1OC
8	-18	CC(=O)N1CCN(CCS(=O)(=O)c2cc(Cl)ccc2Cl)CC1
13	-30	COc1ccccc1NC(=O)C(=O)c1cn(CC(=O)N2CCOCC2)c2ccccc12
8	-22	CC(Cc1ccccc1)N1C(=O)c2cccc([N+](=O)[O-])c2C1=O (stereo unspecified)
5	-10	COc1ccccc1NC(=O)N1CCCC1C(=O)NC12CC3CC(CC(C3)C1)C2 (stereo unspecified)
6	-10	O=C(Nc1ccnn1C1CCN(C(=O)c2cccc(Cl)c2)CC1)C1CCOC1 (stereo unspecified)
10	-12	CC(=O)Nc1ccc(N2N=C(C)C(N=Nc3ccccc3)C2=O)cc1 (stereo unspecified)
16	-25	COc1cc(CNCCN2CCOCC2)ccc1OCc1ccccc1Cl
20	-9	CCOc1ccccc1NC(=O)CSc1n[nH]c(N)n1
-4	-34	Cc1cc(C)c(OCC(=O)NCCCn2nc(C)cc2C)c(C)c1
8	-24	Cc1ccc(OCC(=O)NC(=S)Nc2ccccn2)c(Br)c1
15	-16	CCOC(=O)/C(=C/c1c(C)n(C)c2ccc([N+](=O)[O-])cc12)C(C)=O
4	5	C=CCn1c(CCC(O)CCCCC)n[nH]c1=S (stereo unspecified)
5	-2	O=C(NCCc1ccccc1)NC1CCCCC1
3	-27	Cc1nc2ccccc2c(=O)n1NC(=O)c1c(F)cccc1F
16	-19	Cc1oc(-c2ccc(Cl)cc2)nc1CN1CCC(C(=O)NCC2CCCO2)CC1 (stereo unspecified)
20	-8	O=C(Nc1ccc(S(=O)(=O)Nc2ncccn2)cc1)c1ccc(Br)s1
11	-10	C/C(=N\NC(=O)c1cc(C)[nH]n1)c1ccc(-c2ccccc2)cc1
12	-19	COc1ccc(-n2cnnc2SCC(=O)N2CCN(S(=O)(=O)c3ccccc3)CC2)cc1
10	-6	C=CCn1c(SCC(=O)c2cc(C)n(C(C)COC)c2C)nc2sc(C)c(C)c2c1=O (stereo unspecified)
4	-11	CC(=O)/C(=N/Nc1ccc([N+](=O)[O-])cc1)N1CCCc2ccccc21
21	-9	CC(C)OCCCn1c(SCC(=O)N2CCc3ccccc32)nc2ccccc2c1=O

An excerpt from above in order of count of non-hydrogen atoms, low to high:
OX1R antag-2	OX1R antag-1	canonical_smiles
4	5	C=CCn1c(CCC(O)CCCCC)n[nH]c1=S (stereo unspecified)
8	-22	CC(Cc1ccccc1)N1C(=O)c2cccc([N+](=O)[O-])c2C1=O (stereo unspecified)
10	-12	CC(=O)Nc1ccc(N2N=C(C)C(N=Nc3ccccc3)C2=O)cc1 (stereo unspecified)
16	-25	COc1cc(CNCCN2CCOCC2)ccc1OCc1ccccc1Cl
6	-10	O=C(Nc1ccnn1C1CCN(C(=O)c2cccc(Cl)c2)CC1)C1CCOC1 (stereo unspecified)
13	-30	COc1ccccc1NC(=O)C(=O)c1cn(CC(=O)N2CCOCC2)c2ccccc12

Next part.
OX1R antag-2	OX1R antag-1	canonical_smiles
9	-2	COC(=O)c1cccc(NC(=O)Cc2coc3cc(OC)ccc23)c1
16	-12	COc1ccc(NC(=O)Nc2nnc(CC(=O)NCc3ccccc3)s2)cc1
19	-12	Cc1cccc(C(=O)n2c(=S)nc3ccccn32)c1
36	9	c1ccc(OCCSc2nnnn2C2CCCCC2)cc1
12	-13	Cc1cc(Cl)ccc1OCC(=O)NNC(=O)C1CCCO1 (stereo unspecified)
12	-8	CSCCC(NC(N)=O)C(=O)N(C)CC(=O)Nc1cc(C)ccc1C (stereo unspecified)
8	-2	c1ccc(-c2nc3ccccc3o2)nc1
9	4	CCSc1ncc(C)cc1[N+](=O)[O-]
16	-12	Cn1cc(CCNC(=O)C2CCC(=O)N(CCc3ccc(Cl)cc3)C2)cn1 (stereo unspecified)
13	-12	COc1ccc(NC(=O)Nc2ccc3c(c2)OCO3)c(C)c1
15	-31	Cc1ccc(N(CC(=O)Nc2ccccc2-c2ccccc2)S(=O)(=O)c2ccccc2)c(C)c1
12	-5	CN(C(=O)CCNC(=O)Cn1cnc2ccccc2c1=O)c1ccccc1F
21	-16	C(=C\n1nnc2ccccc21)/c1ccccn1
2	-12	COc1cccc(OC)c1OCCCCN1CCCCC1
13	-27	C[C@H]1CN([C@@H](C)CO)C(=O)c2cc(NC(=O)C3CCCCC3)ccc2O[C@H]1CN(C)S(=O)(=O)c1ccccc1
4	-6	COc1ccc(NC(=O)C2Cc3cccc(OC)c3O/C2=N\O)cc1 (stereo unspecified)
107*	-13	c1ccc(-c2nc3nc4ccccc4nc3n2Cc2ccco2)cc1
17	-16	COc1ccc(CC(=O)OCC(=O)Nc2ccc(Cl)cn2)cc1
3	-3	Cc1sc(NC(=O)COc2cccc(-n3cnnn3)c2)c(C#N)c1C
17	-4	Nn1c(SCC(=O)Nc2ccccc2)nnc1C1CCCCC1

OX1R antag-2	OX1R antag-1	canonical_smiles
20	-18	O=C(c1ccco1)N1CCN(C(=O)c2snc3ccc(Cl)cc23)CC1
2	-22	Cc1cc(C(=O)Nc2ccc(Cl)cc2)n(-c2ccccc2)n1
11	-12	COC(=O)c1ccc(CNC(=O)COC(=O)/C=C/c2ccc(O)c(OC)c2)cc1
1	-12	COc1ccc(C2C(C(N)=O)=C(C)Nc3nc(CCCO)nn32)cc1OC (stereo unspecified)
25&12	5&-5	CC1CNCCN1S(=O)(=O)c1cccc2cnccc12 (stereo unspecified)
35	-5	CN=c1oc2ccc(Cl)cc2cc1C(N)=O
16	-19	O=C(O)CC1(CC(=O)NCc2ccc(-c3cccs3)cc2)CCCCC1
23	-12	COc1ccc(CCN2CC(C(=O)Nc3ccccc3F)CC2=O)cc1OC (stereo unspecified)
6	-10	O=C(c1ccc(Cl)cc1)c1coc2ccc(O)cc12
9	-24	O=C(CSc1nc2ccccc2c(=O)n1-c1ccccc1Cl)NCC1CCCO1 (stereo unspecified)
22	-22	CCN(c1ccccc1)P(=O)(Nc1ccccc1)Nc1ccccc1
13	-7	CC1=C(C#N)C(=O)N(C2CCS(=O)(=O)C2)C(=O)/C1=C\c1ccc(C)o1 (stereo unspecified)
12	-6	CC(C)(O)C#Cc1ccc(C(=O)NC2CCCCC2)s1
10	-20	COc1cc(Cl)cc(C=O)c1OCC(=O)O
15	-34	COc1ccc(CN(C(=O)c2cccs2)c2nccs2)cc1OC
12	8	C/C(=N\S(=O)(=O)c1ccc(C)cc1)Nc1cc(C(C)C)c(O)cc1C
6	-18	COc1ccccc1S(=O)(=O)Nc1cccc(S(=O)(=O)N2CCCC2)c1
13	-18	CCN(CC)S(=O)(=O)c1ccc2c(c1)nc(CCC(=O)OCC(=O)Nc1c(F)cccc1F)n2C
19	10	O=C(Cc1ccccc1)NCc1ccncc1
16	-23	Cc1ccc(NC(=S)NC(=O)c2ccc(Br)o2)c(C)c1

OX1R antag-2	OX1R antag-1	canonical_smiles
14	-6	Cc1cc(C)cc(-n2ccnc2SCC(=O)Nc2ccc3c(c2)OCCO3)c1
1	8	O=C(N/N=C/C1CC=CCC1)c1ccc(O)cc1O (stereo unspecified)
25	-11	CCN(Cc1ccccc1)C(c1cc2cc(C)ccc2[nH]c1=O)c1nnnn1CCOC (stereo unspecified)
25	-21	CNC(=O)c1ccc(-c2sc3nc(N4CCOCC4)c4c(c3c2N)CCCC4)o1
6	-16	COCCCNC(=O)CSc1nc2c(sc3ccccc32)c(=O)n1CCCC(=O)NCC1CCCO1 (stereo unspecified)
14	-4	CC(=O)N1CCc2cc(S(=O)(=O)NC(Cc3ccccc3)C(=O)O)ccc21 (stereo unspecified)
9	-14	O=C(COC(=O)C1CCN(/C=C/C(=O)C(F)(F)F)CC1)Nc1ccccc1
15	-23	CCCNS(=O)(=O)c1ccc(OCC(=O)N(C)Cc2ccccc2)cc1
6	-11	O=C(NC(=S)Nn1cnnc1)c1ccccc1
5	-24	Cc1ccc2cc(CCNC(=O)CCCc3ccccc3)c(=O)[nH]c2c1C
31	-22	COc1cc2c(cc1OC)C(c1cccc(F)c1)CC(=O)N2 (stereo unspecified)
6	-1	COc1ccc(CNC(=O)c2nc(S(=O)(=O)Cc3ccccc3)ncc2Cl)cc1
3	-16	COc1cc(/C=C/C2=NNC(=O)CC2)cc(OC)c1OC
7	-21	Cc1ccc(/C=C/C(=O)OCC(=O)NCCc2ccc(S(N)(=O)=O)cc2)o1
-2	-11	Cc1ccc(C(=O)OCC(=O)NC2CCCc3ccccc32)o1 (stereo unspecified)
5	-15	Cc1ccc2c(C)nc(Nc3nc(CSc4nnc(C)s4)cc(=O)[nH]3)nc2c1
6	-18	COc1ccc(-c2cc(C(=O)NCCCN3CCOCC3)no2)cc1
25	-15	CCOc1ccc2[nH]c(=O)c(CN(Cc3ccc(F)cc3)C(=O)c3ccco3)cc2c1
14	-13	O=S(=O)(c1ccc2ccccc2c1)N1CCN(C2CCN(Cc3ccccc3)CC2)CC1

Compound activity from PubChem BioAssay.
